Screening data deposited in PubChem by National Center for Advancing Translational Sciences (NCATS).
DRD3 antagonist – blocks the human D3 dopamine receptor; D3R cells, DiscoveRx beta-arrestin luminescence, antagonist mode; active compounds read low; max response, negative = inhibition, %; 2.5% of 360,000 active; in the data active = max response below about -50%; inconclusive = no clear call, values can overlap the other calls; also: % is scaled to controls: 0 for no effect and ±100 for the full control effect; mostly tested at two doses, the higher about 12 µM
Target sequence (P35462 whole entry, looked up): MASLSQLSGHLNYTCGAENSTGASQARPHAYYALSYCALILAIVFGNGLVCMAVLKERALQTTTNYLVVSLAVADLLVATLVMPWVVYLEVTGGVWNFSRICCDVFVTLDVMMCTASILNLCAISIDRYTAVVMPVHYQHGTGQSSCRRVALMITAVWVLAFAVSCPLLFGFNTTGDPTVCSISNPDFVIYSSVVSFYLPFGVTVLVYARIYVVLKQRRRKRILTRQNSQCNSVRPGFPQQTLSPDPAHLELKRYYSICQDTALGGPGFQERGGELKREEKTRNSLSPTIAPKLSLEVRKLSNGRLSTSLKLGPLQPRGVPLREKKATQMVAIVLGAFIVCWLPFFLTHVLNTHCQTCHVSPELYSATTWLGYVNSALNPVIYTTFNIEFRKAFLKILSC
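Cells expressing the human receptor were seeded at 1500 cells/well, incubated overnight at 37 degrees C in 5% CO2, then exposed to library compounds with dopamine controls for 90 minutes at 37 degrees C before luminescent detection.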
D3 ag – activates the human D3 dopamine receptor. max activation, %. P35462. D3R DiscoveRx beta-arrestin cells, luminescence, 90 min. AID 652048. 0.58% of 410,000 active; in the data active = max activation above about 30%; also: 0% is about no effect; mostly tested at two doses, the higher about 12 µM
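Cells at 1500/well, incubated overnight, then treated with pinned compounds (dopamine as control) for 90 min at 37 degrees C. DiscoveRx reagent added for 30 - 60 minutes at room temperature; luminescence read.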
KB-V1 MDR tox – kills drug-selected multidrug resistant KB-V1 cells; KB-V1 MDR cells viability, CellTiter-Glo, 72 h; 3.4% of 400,000 active; Potency, µM (titrated, usually from 46.1 µM), inactives show at the top dose activity change, negative = cytotoxicity, most hits filed as cytotoxic; also: potency is read from the fitted curve at half-maximal effect; % is scaled to controls: 0 for no effect and ±100 for the full control effect; nearly all actives have a fitted effect of over 60% in size
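KB-V1, DMEM (no phenol red) + 10% FBS; cpd pin-transferred, titration series; 72 h, 37 degrees C; CellTiter-Glo, luminescence. Data normalized, curve-fit.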
GLP1R ag – activates the human GLP-1 receptor. P43220. Potency, µM (doses to about 45.6 µM), for inactives: at the top dose activation, usual class: activators. 0.007% of 380,000 active. AID 624172. HEK293 GLP-1R CRE-luciferase, luminescence, 4-6 h; cells express a hypersensitive GLP-1R form; also: potency is read from the fitted curve at half-maximal effect; % of control where 0% means no effect
Target sequence (P43220 whole entry, looked up): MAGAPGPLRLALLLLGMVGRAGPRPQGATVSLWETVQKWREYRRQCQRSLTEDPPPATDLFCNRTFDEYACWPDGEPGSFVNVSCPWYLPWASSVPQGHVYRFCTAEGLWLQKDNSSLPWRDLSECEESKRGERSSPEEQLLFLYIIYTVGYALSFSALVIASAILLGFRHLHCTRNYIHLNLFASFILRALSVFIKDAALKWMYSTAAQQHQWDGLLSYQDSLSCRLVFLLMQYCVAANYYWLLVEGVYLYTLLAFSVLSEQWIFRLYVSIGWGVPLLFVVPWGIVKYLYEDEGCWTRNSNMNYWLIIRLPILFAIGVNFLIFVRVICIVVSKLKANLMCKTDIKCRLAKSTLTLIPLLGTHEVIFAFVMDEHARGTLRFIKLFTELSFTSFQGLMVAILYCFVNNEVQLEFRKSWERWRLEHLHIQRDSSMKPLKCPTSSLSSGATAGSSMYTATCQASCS
KB-3-1 cytotox – KB-3-1 parental cell cytotoxicity; KB-3-1 viability, CellTiter-Glo ATP luminescence, 72 h; Potency, µM (titrated, usually from 46.1 µM), for inactives: top-dose activity change, negative = cytotoxic, actives largely listed as cytotoxic; 1.4% of 400,000 active; AID 1347075; also: potency is read from the fitted curve at half-maximal effect; % is scaled to controls: 0 for no effect and ±100 for the full control effect; nearly all actives have a fitted effect of over 60% in size
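Parental KB-3-1 viability, qHTS format: 72 h compound exposure, 37 °C; CellTiter-Glo; media-only wells and DMSO plates as controls; concentration-effect fits on corrected data.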
IL-1B inflam inh – inhibitors of inflammasome signaling (IL-1 beta secretion). THP-1 LPS/ATP IL-1B secretion, AlphaLISA, 16 h; active compounds read low. activity change, % at 57.5 µM. 4.7% of 360,000 active. AID 743279; in the data active = activity change below about -50%; inconclusive = mostly about -30% to -49%; also: % is scaled to controls: 0 for no effect and ±100 for the full control effect
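THP-1 cells pretreated 1 hr with compounds (up to 57.5 uM final), then stimulated with LPS (250 ng/mL final) plus ATP (1.25 mM final); secreted IL-1B measured by AlphaLISA after 16 hr, decreased signal indicating inhibition.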
HT1080-NT tox – kills 2HG-producing HT-1080-NT fibrosarcoma cells | HT-1080-NT fibrosarcoma viability, CellTiter-Glo ATP luminescence, 48 h | Potency, µM (top dose mostly 46.1 µM), inactives show at the highest dose activity, negative = less viability, actives largely listed as cytotoxic | 1.6% of 360,000 active | AID 686970;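 also: NT is the 2HG producing partner of a matched IDH1 knockdown line; potency is read from the fitted curve at half-maximal effect; 0% = DMSO-treated cells and -100% = media-only wells without cells; nearly all actives have a fitted effect of over 55% in size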
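Luminescent CellTiter-Glo readout after 48 hours of compound exposure at 37 degrees C defined viability of HT-1080-NT cells. Activity was normalized to DMSO wells and cell-free media wells; concentration-response curves were fitted and assigned curve classes.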
HT1080 IDH1KD tx – HT-1080 IDH1 knockdown cell toxicity (counter line) | HT-1080 IDH1 knockdown viability, ATP luminescence, 48 h | Potency, µM (top dose mostly 46.1 µM), without a hit: at the top dose activity, negative = toxicity, actives largely listed as cytotoxic | 2% of 360,000 active | AID 686971;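 also: potency is read from the fitted curve at half-maximal effect; 0% = DMSO wells and -100% = cell-free medium wells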
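In this qHTS, HT-1080 cells depleted of IDH1 are exposed for 48 h at 37 °C to compound titrations. Toxicity is scored from CellTiter-Glo luminescence, with DMSO as full viability and medium alone as none.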
SW480 rerep – induces DNA re-replication in SW480 colon adenocarcinoma cells; SW480 DNA re-replication, Hoechst DNA content imaging, 48 h; Potency, µM (series often up to 46.1 µM), for inactives: at the top dose re-replication activation, hits mostly activators; 1.8% of 340,000 active; also: potency is read from the fitted curve at half-maximal effect; % of control where 0% means no effect; nearly all actives have a fitted effect of over 55% in size
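Hoechst fluorescence of nuclei (405 nm excitation, 500-530 nm emission) measured by plate-scanning imager after 48 hr compound exposure at 37 C; re-replication scored as increased number of nuclei with elevated intensity.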
* marks the source's active call; other numbers are inactive results; ? = inconclusive; . = not tested or not shown; & = joins results of further samples; [ ] = another dose, or the depositor's remark. Unless noted, calls follow the shape of the dose curve; as a rule, active = well fitted curve in the direction sought with a large enough effect; inconclusive = small, poorly fitted or top-dose-only effect, or another doubt; inactive = no such curve, though single readings can be large; an effect the other way counts as inactive or inconclusive.

smiles | HT1080-NT tox | IL-1B inflam inh | DRD3 antagonist | SW480 rerep | KB-3-1 cytotox | D3 ag | HT1080 IDH1KD tx | GLP1R ag | KB-V1 MDR tox
C=C(Br)CN1[C@@H](Cc2ccccc2)[C@H](O)[C@@]23C=C[C@@H](C[C@@H]2S1(=O)=O)O3 | 0% | 16 | 27 | -19% | -4% | 8 | 5% | 7% | 1%
O=C1CCN(CCc2ccccc2)CCN1[C@H](CSc1ccc(Br)cc1)c1ccccc1 | -20% | 17 | ? | -2% | -14% | -40 | -2% | -1% | -5%
O=C(O)C(c1ccccc1)C(O)C1CCCC1 (stereo not drawn) | 13% | 17 | 2 | -2% | -2% | -6 | 12% | -2% | 1%
Fc1ccccc1-c1cc2cc3c(cc2cn1)OCO3 | -14% | 74 | 0 | -10% | ? | 0 | -1% | 23% | -1%
NC(=O)c1cccn(Cc2ccc(C(F)(F)F)cc2)c1=O | -6% | 34 | 3 | -2% | 0% | 6 | -16% | 3% | -25%
COc1ccc(C(=O)Nc2nc3ccc(OC)cc3s2)cc1 | -24% | 0 | 5 | ? | 6% | 12 | -14% | -7% | -8%
O=C(CNC(=O)c1ccc(F)cc1)c1ccc(Cl)cc1 | -6% | -19 | -19 | 23% | 1% | -11 | 11% | 7% | 40%
Cc1nnc(NC(=O)CCn2c(=O)oc3ccc(Cl)cc32)s1 | ? | 15 | 6 | -2% | 9% | -2 | 0% | -1% | 12%
O=C(Cn1ncc(Cl)c(Cl)c1=O)c1ccc2c(c1)OCCO2 | ? | -99* | -54* | ? | ? | -13 | ? | -14% | 21µM*
CCc1ccc(NC(=O)C2=CC(c3cccs3)=NS(=O)(=O)N2C)cc1 | -3% | -19 | 12 | 0% | ? | -5&-14 | -4% | -6% | -2%&-8%
CCCNC(=O)C1(O)c2cc(Br)ccc2NC(=O)N1c1ccc(Cl)cc1 (stereo not drawn) | 12% | 8 | -8 | -8% | 7% | -1 | 6% | 8% | 9%
Cc1cc(=O)oc2cc(NC(=O)COc3cccc(C(F)(F)F)c3)ccc12 | -2% | -22 | 0 | ? | -4% | -4 | -7% | -5% | -9%
CN(Cc1ccccc1)C(=O)[C@@H]1CCCN1C(=O)[C@@H]1CCCN1C(=O)c1cccc2ccccc12 | 13% | 12 | -50* | . | 23% | -5 | 6% | 5% | 0%
O=C(CSc1nnnn1-c1ccc(F)cc1F)Nc1ccccc1F | -6% | 20 | 2 | -6% | 4% | 9 | -21% | 12% | ?
COc1cc(C(=O)N2CCN(S(=O)(=O)c3ccc(C)cc3)CC2)ccc1OCC(=O)N1CCOCC1 | 2% | 0 | -7 | 4% | 1% | -4 | 9% | 5% | -15%
Fc1cccc2sc(N3CCCC3)nc12 | 0% | 0 | 18 | -4% | -1% | 4 | 14% | 4% | -1%
CN(C)CCNC(=O)c1coc(=O)c(Br)c1 | -2% | -10 | -5 | 2% | 0% | 2 | -4% | -8% | 14%
O=[N+]([O-])c1ccc(Nc2nc(N3CCOCC3)nc(N3CCOCC3)n2)cc1 | 22% | -21 | ? | -20% | -11% | -19 | 24% | 4% | 0%
Cc1ccc(CNC(=O)CCCCCNC(=O)N2CCn3c2nc2ccccc23)cc1 | 7% | 0 | 9 | 26% | 16% | 8 | 2% | 0% | 4%
C[C@@]12C(=O)Nc3ccc(Br)cc3C(=O)N1[C@H]1c3ccccc3OC[C@@H]1[C@@H]2c1ccccc1 | -3% | -24 | -24 | 0% | 6% | -2 | -13% | -2% | ?
Cc1cc(N)ccc1S(C)(=O)=O | 17% | 4 | 11 | -5% | 13% | 4 | 17% | -3% | 29%
Cc1cccn2c(=O)c(/C=C(\C#N)C(N)=O)c(N3CCCCCC3)nc12 | 5% | -19 | 7 | -15% | -9% | 3 | 1% | 16% | -7%
CCOc1ccccc1NC(=S)N1CCC(NC(=O)NC23CC4CC(CC(C4)C2)C3)CC1 | 5% | 6 | -14 | 21% | -5% | -2 | 0% | 0% | -25%
Cc1cc(C)n2nc(SCC(=O)NCc3ccco3)nc2n1 | 6% | 11 | 15 | 0% | 11% | -10 | 8% | -7% | 1%
CCOC(=O)c1ccc(S(=O)(=O)N2CCC(C(=O)NCC3CCCCC3)CC2)cc1 | -4% | -2 | -13 | ? | -11% | -14 | -5% | 3% | 0%
Cc1ccc(/C=N/NC(=O)CCCOc2ccc(Cl)cc2Cl)cc1[N+](=O)[O-] | ? | 0 | 17 | -2% | ? | 3 | ? | 4% | -19%
O=C(Nc1ccccc1)C(=O)c1c[nH]c2ccccc12 | -12% | 8 | -23 | -12% | -3% | -3 | -14% | -24% | -25%
CCOc1cc(Br)c(C(=O)O)cc1OC | 6% | 11 | -15 | -3% | -12% | -3 | -2% | 4% | -10%
Cc1cc(NC(=O)CSc2nc(C(C)C)nc3c2c(=O)n(C)c(=O)n3C)no1 | 11% | 31 | -14 | 4% | -15% | 2 | -5% | -5% | ?
CCOC(=O)/C(C#N)=C/c1cn(CCC(=O)O)nc1-c1ccc(Cl)cc1 | 8% | 15 | -20 | -1% | 8% | 2 | 11% | 0% | 24%
O=C(CC1SC(=O)N(Cc2ccc(Cl)cc2)C1=O)Nc1nccs1 (stereo not drawn) | 5% | -5 | 16 | 1% | 17% | 2 | 1% | -10% | 3%
N#CC1(Nc2ccc(C(=O)O)cc2)CCCC1 | 16% | 5 | -7 | 0% | 12% | -1 | 1% | 2% | -3%
CC(C)CCNC(=O)Cc1csc(-c2ccccc2)n1 | 23% | 10 | 19 | ? | 4% | 2 | -1% | 1% | ?
COc1cc(C(=O)NC(CCSC)C(=O)Nc2ccc(N3CCOCC3)cc2)cc(OC)c1OC (stereo not drawn) | -3% | -26 | -73* | . | -2% | -4 | -3% | 10% | 6%
CCOC1=C2[C@@H](CN(S(=O)(=O)c3ccc(C)cc3)[C@H]2c2cccc3ccccc23)[C@H]2C(=O)N(Cc3ccccc3)C(=O)[C@H]2C1 | 9% | -18 | 8 | . | 0% | -1 | 1% | -4% | 18%
COCCN(C(=O)COC(=O)c1ccc(-c2ccccc2)cc1)c1c(N)n(Cc2ccccc2)c(=O)[nH]c1=O | 1% | ? | 6 | 4% | -21% | 2 | 0% | -7% | -24%
Cc1cccc(N2C(=O)C3C4CC(=O)C(c5ccccc54)C3C2=O)c1C (stereo not drawn) | 0% | 4 | 6 | -4% | -6% | 0 | 3% | 0% | 0%
CC(C)(C)OC(=O)NCCCC[C@H](NC(=O)c1nc[nH]c1C(=O)N1CCc2ccccc2C1)C(=O)OC(C)(C)C | -7% | ? | 17 | -53%[inhibitor][9.22 µM] | -3% | 0 | -15% | -3% | -3%
CCOC(=O)C(C)Sc1nnc(NC(=O)c2ccc(C)c([N+](=O)[O-])c2)s1 (stereo not drawn) | 7% | 9 | 1 | -1% | 13% | 2 | 12% | 10% | -6%
COc1ccc(-c2noc(-c3cccc(Cl)c3)n2)cc1OC | ? | -11 | 28 | -4% | 2% | 3 | ? | -2% | ?
O=C(Nc1nccs1)c1sc2ccccc2c1Cl | -29% | 31 | 1 | -2%[9.22 µM] | ? | 4 | ? | -20% | -17%
CCN(CCCNC(=O)C1CCC(=O)N1Cc1ccccc1Cl)c1cccc(C)c1 (stereo not drawn) | -4% | 0 | -11 | 3% | -12% | -5 | -3% | 3% | 6.5µM*
CN(CC(=O)Nc1cc(S(=O)(=O)N2CCCCCC2)ccc1Cl)Cc1ccc2c(c1)OCO2 | -1% | 52 | -54* | -7% | ? | -22 | -19% | 8% | -4%
CC(=O)Nc1ccc2c(c1)OCCO2 | 7% | 8 | 3 | -4% | 11% | 5 | 3% | 0% | 10%
CCN1C(=O)CC(N2CCC(c3nc4ccccc4[nH]3)CC2)C1=O (stereo not drawn) | 22% | 23 | -1 | -6% | 11% | 4 | 23% | -1% | -3%
COCCNC(=O)CN1C(=O)NC(c2ccccc2)(c2ccccc2)C1=O | -11% | 38 | -1 | -5% | -5% | 1 | -1% | 0% | -5%
O=C(c1ccccc1C(=O)N1CCN(c2ccccc2)CC1)N1CCN(c2ccccc2)CC1 | 18% | -5 | -7 | -8% | -5% | -1 | 3% | 3% | -8%
CCOC(=O)c1cccc(NC(=O)N2CCOCC2)c1 | 28% | -22 | -11 | -10% | -4% | 11 | 6% | -1% | 30%
CC(=O)Oc1ccc(C(=O)Nc2cccnc2)cc1 | -12% | 6 | -19 | -1% | 4% | -8 | -20% | -2% | -17%
CCOc1ccc(C(=O)C(c2ccccc2)N2CCOCC2)cc1 (stereo not drawn) | 5% | -15 | -10 | -8% | -2% | -2 | 7% | 4% | -29%

Next entries follow.
smiles | HT1080-NT tox | IL-1B inflam inh | DRD3 antagonist | SW480 rerep | KB-3-1 cytotox | D3 ag | HT1080 IDH1KD tx | GLP1R ag | KB-V1 MDR tox
CCOC(=O)N1CCC(Nc2c(NCCN3CCN(Cc4ccccc4)CC3)c(=O)c2=O)CC1 | 1% | 14 | -18 | -2% | 1% | 1 | -2% | -9% | 18%
O=C(NCc1cccnc1)Nc1cccc(NC(=O)NCc2cccnc2)c1 | 8% | 19 | -14 | -6% | 2% | -6 | -1% | -8% | 4%
Nc1ccc(-n2c(N)c(C(=O)NCc3ccc4c(c3)OCO4)c3nc4ccccc4nc32)cc1 | -16% | -14 | -16 | 21µM* | 2% | -4 | -14% | 1% | 6%
Cc1ccc(Cl)c(OCC(=O)NCc2ccco2)c1 | 3% | -2 | 2 | -6% | 1% | -4 | -6% | 21% | -27%
